# EZH2 inh: EZH2/PRC2 methyltransferase inhibitors, primary screen, biochemical, DELFIA time-resolved fluorescence, single point; AID 651548, 2012; PRC2 H3K27 methylation, DELFIA TRF, 1 h; Histone-lysine N-methyltransferase EZH2 (Homo sapiens), Q15910; hit rate 0.35% among 57,000; inhibition, % at 12.5 µM;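 active = mean inhibition of replicates at least 50% and every single replicate also reaching 50%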;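 also: dimethyl H3K27 on biotinylated H3 21-44 peptide detected by antibody; plate controls were median neutral control wells for no effect and median positive control wells for full effect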
# IDH1 mut inh: inhibitors of IDH1 R132H reductase, primary screen, biochemical, plate reader, single point; diaphorase/resazurin fluorescence, 60 min; inhibition, % at 10 µM; hit rate 0.18% among 70,000; AID 624101, 2012; in the data active = inhibition above about 34%;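 also: 0% = DMSO and 100% = no enzyme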
# Target sequence (O75874 whole entry R132H): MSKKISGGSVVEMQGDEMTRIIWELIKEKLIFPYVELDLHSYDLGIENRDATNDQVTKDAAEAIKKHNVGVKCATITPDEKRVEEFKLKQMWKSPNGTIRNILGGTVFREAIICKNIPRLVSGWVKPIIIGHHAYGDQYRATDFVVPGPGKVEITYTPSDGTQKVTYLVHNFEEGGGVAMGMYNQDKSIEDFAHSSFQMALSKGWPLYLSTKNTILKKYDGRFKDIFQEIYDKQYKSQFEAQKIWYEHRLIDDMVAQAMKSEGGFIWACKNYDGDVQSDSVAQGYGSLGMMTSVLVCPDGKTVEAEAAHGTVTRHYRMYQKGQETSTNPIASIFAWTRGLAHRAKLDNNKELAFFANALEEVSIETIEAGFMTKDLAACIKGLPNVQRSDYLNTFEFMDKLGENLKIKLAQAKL
# Numbers without * were called inactive; x = no result given.
# Screens in order: EZH2 inh, IDH1 mut inh
COCCNC(=O)C[C@H]1C[C@@H]2c3cc(NS(=O)(=O)c4ccccc4)ccc3O[C@@H]2[C@@H](CO)O1
    1, 1.4
C[C@@H]1CN([C@@H](C)CO)S(=O)(=O)c2ccc(C#CC3CC3)cc2O[C@@H]1CN(C)S(C)(=O)=O
    -24, x
Cc1cc(C(=O)NCc2ccco2)no1
    -7, 0.5
Cc1cc(C)cc(N2C(=O)CC(SCC(=O)Nc3ccc(Cl)cc3)C2=O)c1 (stereo not drawn)
    5, -0.7
O=C(NCC[C@H]1CC[C@@H](NS(=O)(=O)c2cccc(F)c2)[C@@H](CO)O1)C1CCCCC1
    -3, 0.0
O=C1CCC(=O)N1CCOP1(=O)COc2ccccc2OC1
    9, -1.1
CC(C)NC(=O)N(C)C[C@@H]1Oc2ccc(NC(=O)C3CC3)cc2CC(=O)N([C@H](C)CO)C[C@@H]1C
    6, -0.4
C[C@H]1CN([C@@H](C)CO)S(=O)(=O)c2ccc(C3=CCCC3)cc2O[C@H]1CN(C)CC1CC1
    -22, 0.2
C[C@@H]1CN([C@H](C)CO)C(=O)c2cc(C#C[C@@H](C)O)cnc2O[C@@H]1CN(C)C(=O)Nc1ccc(C(F)(F)F)cc1
    -1, -3.0
CNC[C@@H]1OCCCC[C@@H](C)Oc2ccc(NC(=O)Cc3ccccc3)cc2C(=O)N([C@H](C)CO)C[C@H]1C
    0, x

# Reprinted from the part before: 2 compounds; new compounds follow.
# Screens in order: EZH2 inh, IDH1 mut inh
C[C@@H]1CN([C@H](C)CO)C(=O)c2cc(C#C[C@@H](C)O)cnc2O[C@@H]1CN(C)C(=O)Nc1ccc(C(F)(F)F)cc1
    -1, -3.0
CNC[C@@H]1OCCCC[C@@H](C)Oc2ccc(NC(=O)Cc3ccccc3)cc2C(=O)N([C@H](C)CO)C[C@H]1C
    0, x
CCCNC(=O)N(C)C[C@H]1Oc2cc(-c3cccnc3)ccc2S(=O)(=O)N([C@@H](C)CO)C[C@@H]1C
    -15, 0.5
C[C@@H]1CN([C@H](C)CO)C(=O)c2c(c3ccccc3n2C)-c2ccccc2CO[C@H]1CN(C)Cc1ccncc1
    -58, 1.4
C[C@H](CO)N1C[C@H](C)[C@H](CN(C)S(=O)(=O)c2cccs2)OCCCC[C@H](C)Oc2ccc(NC(=O)Cc3ccccc3)cc2C1=O
    x, -0.2
CO[C@@H]1CN(C)C(=O)c2ccc(NC(=O)C3CCCC3)cc2OC[C@H](C)N(CC2CC2)C[C@H]1C
    -12, 0.1
Cc1noc(C)c1NC(=O)Nc1cccc2c1O[C@H](CN(C)C(=O)NC1CCCCC1)[C@H](C)CN([C@@H](C)CO)C2=O
    x, 1.0
CO[C@@H]1CN(C)C(=O)c2ccc(NS(=O)(=O)CC(F)(F)F)cc2OC[C@H](C)N(C)C[C@@H]1C
    1, 0.3
Cc1ccc(S(=O)(=O)NCC[C@H]2CC[C@@H](NC(=O)CCN3CCCCC3)[C@@H](CO)O2)cc1
    3, -0.1
C[C@H]1CN([C@@H](C)CO)C(=O)c2cc(/C=C/c3ccccc3)cnc2O[C@H]1CN(C)C(=O)c1cnccn1
    3, 0.4
COc1ccc(S(=O)(=O)Nc2cccc3c2O[C@@H](CN(C)CC2CCCCC2)[C@H](C)CN([C@H](C)CO)C3=O)cc1
    12, x
CCC(=O)N[C@@H]1C=C[C@H](CC(=O)NCc2cc(F)cc(F)c2)O[C@@H]1CO
    -1, 0.0
CC(C)NC(=O)Nc1ccc2c(c1)C(=O)N([C@@H](C)CO)C[C@H](C)[C@@H](CN(C)S(=O)(=O)c1cccs1)OCCCC[C@@H](C)O2
    x, 0.6
Cc1noc(C)c1S(=O)(=O)N(C)C[C@H]1OCc2ccccc2-c2c(n(C)c3ccccc23)C(=O)N([C@@H](C)CO)C[C@H]1C
    -26, -1.3
C[C@@H]1CN([C@@H](C)CO)C(=O)c2cc(NS(=O)(=O)c3ccccc3)ccc2O[C@@H](C)CCCCO[C@@H]1CN(C)S(=O)(=O)c1ccc(F)cc1
    x, 1.3
O=S(=O)(NCc1cccnc1)c1ccc(C2CCCCC2)cc1
    15, -0.7
C[C@H]1CN([C@@H](C)CO)C(=O)c2cc(-c3ccc(F)cc3)cnc2O[C@H]1CN(C)C(=O)c1ccccn1
    -2, -0.5
CN(C)CC(=O)N[C@@H]1C=C[C@H](CC(=O)NCc2ccccc2F)O[C@H]1CO
    5, 0.6
COc1cc(-c2nnc(SCC(=O)c3ccc(-c4ccccc4)cc3)n2C)cc(OC)c1OC
    -2, 0.4
CCO[C@H]1OC(C(=O)N2CCOCC2)=C[C@@H](c2cn(C(C)=O)c3ccccc23)[C@@H]1CCCO
    -1, x
O=C(Nc1ccccc1)N[C@@H]1CC[C@H](CCNC(=O)c2ccccc2F)O[C@H]1CO
    -17, 0.0
O=C(CC1(O)C(=O)N(Cc2ccccc2)c2ccc(Br)cc21)c1ccccc1[N+](=O)[O-] (stereo not drawn)
    -21, 0.3
Cc1noc(C)c1NC(=O)N(C)C[C@H]1Oc2ccc(NC(=O)Cn3cnnn3)cc2C(=O)N([C@@H](C)CO)C[C@H]1C
    x, 0.2
C[C@H](CO)N1C[C@H](C)[C@@H](CN(C)Cc2ccc(Cl)c(Cl)c2)Oc2ccc(NS(=O)(=O)c3cccs3)cc2CC1=O
    x, -1.3
C[C@@H]1CN([C@@H](C)CO)C(=O)Cc2cc(NC(=O)Nc3ccc(F)cc3)ccc2O[C@H]1CN(C)S(=O)(=O)c1cccs1
    x, -1.2
O=C(C[C@@H]1C[C@@H]2c3cc(NC(=O)C4CCOCC4)ccc3O[C@@H]2[C@H](CO)O1)NCc1ccc2c(c1)OCO2
    3, -0.1
O=C(CN1CCOCC1)N[C@H]1CC[C@@H](CCn2cc(C3CC3)nn2)O[C@H]1CO
    2, 0.6
C[C@H](CO)N1C[C@H](C)[C@@H](CN(C)Cc2ccc(Cl)c(Cl)c2)Oc2c(NS(C)(=O)=O)cccc2C1=O
    -8, 0.8
C[C@@H]1CCCCO[C@@H](CN(C)C(=O)c2ccccc2)[C@H](C)CN([C@@H](C)CO)C(=O)c2cc(NC(=O)Nc3ccc(C(F)(F)F)cc3)ccc2O1
    x, 1.1
Cc1c(Cl)cccc1NC(=O)CSc1nccc(=O)[nH]1
    -7, 0.4
CC(=O)N(C)C[C@H]1Oc2cc(C#CC(C)(C)O)ccc2S(=O)(=O)N([C@H](C)CO)C[C@H]1C
    17, 0.6
NC(=O)COc1ccc(S(=O)(=O)N2CCOCC2)cc1
    -8, 0.1
COc1ccc([Si](C)(C)[C@H]2[C@H](CCn3cc([C@H](O)c4ccccc4)nn3)O[C@@]3(C(=O)N(Cc4ccc(N5CCC5=O)cc4)c4ccccc43)[C@@H]2C)cc1
    -2, x
CO[C@@H]1CN(C)C(=O)c2cc(NC(C)=O)ccc2OC[C@@H](C)N(Cc2ccc(-c3ccccn3)cc2)C[C@H]1C
    -8, -0.2
CC(C)NC(=O)N(C)C[C@H]1Oc2ccc(NC(=O)Nc3cccc4ccccc34)cc2C(=O)N([C@@H](C)CO)C[C@@H]1C
    10, 0.1
CC(C)NC(=O)N(C)C[C@@H]1Oc2ccc(NC(=O)Nc3ccccc3)cc2CC(=O)N([C@H](C)CO)C[C@@H]1C
    x, 1.8
C[C@@H]1CN([C@H](C)CO)C(=O)Cc2cc(NC(=O)Nc3ccc(C(F)(F)F)cc3)ccc2O[C@@H]1CN(C)C(=O)Nc1cccc2ccccc12
    x, -14
COc1ccc(NC(=O)Nc2ccc3c(c2)C(=O)N([C@H](C)CO)C[C@H](C)[C@@H](CN(C)Cc2ccccc2)OCCCC[C@H](C)O3)cc1
    x, 0.3
COc1ccc(S(=O)(=O)N(C)C[C@@H]2OCCCC[C@H](C)Oc3ccc(NC(=O)CCCN(C)C)cc3C(=O)N([C@H](C)CO)C[C@H]2C)cc1
    x, -3.9
COCC(=O)Nc1ccc2c(c1)C(=O)N(C)C[C@@H](OC)[C@H](C)CN(CCC(F)(F)F)[C@@H](C)CO2
    1, -0.3
CCCNC(=O)N(C)C[C@@H]1Oc2cc(Br)ccc2S(=O)(=O)N([C@@H](C)CO)C[C@@H]1C
    -9, 0.1
CS(=O)(=O)Nc1ccc2c(c1)[C@H]1C[C@H](CC(=O)NCc3ccc(Cl)cc3)O[C@@H](CO)[C@H]1O2
    -1, -0.3
Cc1ccc(-c2csc3ncnc(SCC(=O)Nc4ccc(S(N)(=O)=O)cc4)c23)cc1
    -21, -0.4
C[C@H]1CN([C@@H](C)CO)C(=O)c2c(c3ccccc3n2C)-c2ccccc2CO[C@H]1CN(C)S(=O)(=O)c1ccc(C#N)cc1
    -22, x
CC(C)C#Cc1cnc2c(c1)C(=O)N([C@@H](C)CO)C[C@@H](C)[C@@H](CN(C)Cc1cncnc1)O2
    7, x
C/C=C(/C)C(=O)O[C@@H]1c2cc(OC)c(OC)cc2-c2c(ccc(OC)c2OC)C[C@H]2C(=O)OC[C@H]12
    7, -0.4
CC(C)C#Cc1ccc2c(c1)O[C@H](CN(C)C(=O)C1CC1)[C@@H](C)CN([C@@H](C)CO)S2(=O)=O
    9, -0.7
C[C@H]1CN([C@@H](C)CO)S(=O)(=O)c2ccc(Br)cc2O[C@@H]1CN(C)C(=O)Cc1cccnc1
    -7, x
CCCNC(=O)Nc1ccc2c(c1)C(=O)N(C)C[C@H](OC)[C@@H](C)CN[C@@H](C)CO2
    0, -0.1
C[C@H]1CN([C@@H](C)CO)C(=O)c2cc(NS(=O)(=O)c3ccc(F)cc3)ccc2O[C@@H]1CN(C)C
    5, 0.0
OC1(c2ccc3c(c2)OCO3)OCC2C(c3ccc4c(c3)OCO4)OCC21O (stereo not drawn)
    1, -0.1
C[C@@H]1CN([C@@H](C)CO)C(=O)CCCn2nncc2CO[C@H]1CN(C)C(=O)c1ccncc1
    0, 1.4

# Next entries.
# Screens in order: EZH2 inh, IDH1 mut inh
CCC(=O)c1cn(CC(=O)Nc2cccc(C(F)(F)F)c2)c2ccccc12
    -4, 0.3
C[C@H](CO)N1C[C@H](C)[C@H](CN(C)C(=O)Nc2ccc3c(c2)OCO3)Oc2ccc(NC(=O)Cc3ccccc3)cc2CC1=O
    4, -16
COc1ccccc1-c1cn(CC[C@@H]2CC[C@@H](NC(=O)Cc3ccccn3)[C@@H](CO)O2)nn1
    -8, -0.4
CCOC(=O)c1c(NC(=O)C2(C)Cc3ccccc3C(=O)O2)sc2c1CCCC2 (stereo not drawn)
    -4, 0.4
CCCNC(=O)c1ccccc1NC(=O)C1COc2ccccc2O1 (stereo not drawn)
    11, 0.7
O=C(CSc1nc2sc3c(c2c(=O)[nH]1)CCCC3)N(c1ccccc1)c1ccccc1
    31, -0.1
C[C@H](CO)N1C[C@H](C)[C@@H](CN(C)Cc2ccc(C(=O)Nc3ccccc3N)cc2)Oc2ccc(NC(=O)Cn3cnnn3)cc2C1=O
    -78, x
C[C@@H]1CN([C@H](C)CO)C(=O)c2c(c3ccccc3n2C)-c2ccccc2CO[C@H]1CN(C)S(=O)(=O)c1ccccc1
    -22, x
C/C=C/c1ccc2c(c1)O[C@@H](CN(C)CC1CCCC1)[C@H](C)CN([C@H](C)CO)S2(=O)=O
    x, -0.1
C[C@H](CO)N1C[C@H](C)[C@H](CN(C)C(=O)Nc2cc(F)ccc2F)Oc2cc(/C=C/c3ccccc3)ccc2S1(=O)=O
    -23, 0.0

# 4 of the compounds above, bar-delimited:
molecule | EZH2 inh | IDH1 mut inh
CCC(=O)c1cn(CC(=O)Nc2cccc(C(F)(F)F)c2)c2ccccc12 | -4 | 0.3
C[C@H](CO)N1C[C@H](C)[C@H](CN(C)C(=O)Nc2ccc3c(c2)OCO3)Oc2ccc(NC(=O)Cc3ccccc3)cc2CC1=O | 4 | -16
COc1ccccc1-c1cn(CC[C@@H]2CC[C@@H](NC(=O)Cc3ccccn3)[C@@H](CO)O2)nn1 | -8 | -0.4
CCOC(=O)c1c(NC(=O)C2(C)Cc3ccccc3C(=O)O2)sc2c1CCCC2 (stereo not drawn) | -4 | 0.4

# Exported with bars between the fields: part of the list above
compound | EZH2 inh | IDH1 mut inh
CCC(=O)c1cn(CC(=O)Nc2cccc(C(F)(F)F)c2)c2ccccc12 | -4 | 0.3
C[C@H](CO)N1C[C@H](C)[C@@H](CN(C)Cc2ccc(C(=O)Nc3ccccc3N)cc2)Oc2ccc(NC(=O)Cn3cnnn3)cc2C1=O | -78 | x

# Continuation.
# Screens in order: EZH2 inh, IDH1 mut inh
COc1ccc(-c2ccc3c(c2)O[C@H](CN(C)CC2CC2)[C@H](C)CN([C@@H](C)CO)S3(=O)=O)cc1
    2, 0.1
C[C@H]1CN([C@@H](C)CO)C(=O)Cc2cc(NC(=O)Nc3ccc4c(c3)OCO4)ccc2O[C@@H]1CN(C)Cc1ccc(C(=O)Nc2ccccc2N)cc1
    -28, -0.2
C=CCNC(=O)[C@@H]1[C@H]2C(=O)O[C@H](c3ccccc3)[C@H](c3ccccc3)N2[C@H](c2ccccc2OCCO)[C@@]12C(=O)Nc1ccc(C#Cc3ccc(OC)cc3)cc12
    -11, x
CC(C)CC#Cc1cnc2c(c1)C(=O)N([C@@H](C)CO)C[C@H](C)[C@@H](CN(C)Cc1ccc3c(c1)OCO3)O2
    x, -0.8
C[C@@H]1CN([C@@H](C)CO)C(=O)c2cc(NC(=O)Nc3ccccc3)ccc2O[C@H]1CN(C)Cc1ccncc1
    0, -0.8
C[C@H]1CN([C@@H](C)CO)C(=O)c2cc(Br)cnc2O[C@@H]1CN(C)Cc1ccc2c(c1)OCO2
    7, 0.2
C[C@H]1CN([C@@H](C)CO)C(=O)c2ccccc2-c2ccccc2CO[C@H]1CN(C)Cc1ccncc1
    10, 2.6
C[C@@H]1CN([C@@H](C)CO)C(=O)Cc2cc(NC(=O)Cc3cn(C)c4ccccc34)ccc2O[C@H]1CN(C)Cc1ccncc1
    -19, -25
O=C(NCC[C@@H]1CC[C@H](NC(=O)c2ccccc2F)[C@@H](CO)O1)c1ccc2c(c1)OCO2
    -5, -0.6

# Not all compounds are listed; count on the stated rates, not on these rows.
